High-throughput results deposited in PubChem by several laboratories.
GLD-1 RNA inh: GLD-1-TGE RNA interaction inhibition (C. elegans); purified GLD-1 + fluorescein TGE RNA, fluorescence polarization; inhibition, % at 5.96 µM; 320,000 compounds, 0.44% hits; AID 2280;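 active = percent inhibition above a per-plate cutoff, the plate mean of test compounds plus 3 SD, cut at about 30% in these data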;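 also: 0% = DMSO wells with GLD-1 and probe and 100% = wells lacking GLD-1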
MEX-5 binding: C. elegans MEX-5 TCR-2 RNA binding activity; Q9XUB2; MEX-5/FITC-TCR2 RNA binding, fluorescence polarization; hits give low values; activity score (negative = inhibition of binding), % at 10 µM; 300,000 compounds, 0.38% hits; AID 1832;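 active = inhibition past about -25% in most replicates, and total fluorescence under double the plate's negative control median, limit read from the data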;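 also: 0% = DMSO and -100% = 5 µM competing unlabeled TCR2 RNA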
Yeast superoxide: caloric restriction mimetics inhibiting age-related superoxide in yeast; S. cerevisiae aged cells, superoxide DHE fluorescence; hits give low values; superoxide response (% of plate mean), % at 10 µM; 330,000 compounds, 0.18% hits;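 active = superoxide response under a set limit, about three screen SD below normal, cut at about 65% in these data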;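 also: yeast aged for seven days with compound at 30 °C before DHE staining; 100% = average MFI of all compound-treated wells on the plate with controls excluded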
BCLXL inh: inhibitors of human Bcl-xL; inhibition, % at 10.9 µM; Q07817; 320,000 compounds, 0.7% hits; GST-Bcl-xL / FITC-Bim BH3 peptide fluorescence polarization;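 active = inhibition above the mean of all tested compounds plus 3 SD, cutoff set per campaign, cut at about 30% in these data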;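 also: 0% = DMSO wells and 100% = unlabeled Bim-BH3 peptide competitor; inhibitors lower millipolarization by displacing the labeled peptide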
Target sequence (Q07817 whole entry, looked up): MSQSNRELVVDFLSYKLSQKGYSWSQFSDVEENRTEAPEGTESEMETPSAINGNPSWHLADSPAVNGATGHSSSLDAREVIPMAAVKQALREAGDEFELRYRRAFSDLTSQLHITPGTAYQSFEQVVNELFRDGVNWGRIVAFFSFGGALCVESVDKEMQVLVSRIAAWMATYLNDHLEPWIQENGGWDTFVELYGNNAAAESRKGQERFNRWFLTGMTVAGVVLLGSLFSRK
EBNA-1 inh: blocks EBNA-1 binding to DNA. EBNA-1 DNA binding, fluorescence polarization. inhibition, % at 14.8 µM. 300,000 compounds, 0.34% hits; in the data active = inhibition above about 28%
ZTA DNA inh: counter-screen for EBNA-1 inhibitors: inhibitors of Epstein-Barr virus ZTA | P03206 | inhibition, % at 11 µM | ZTA-DNA binding, fluorescence polarization | 320,000 compounds, 0.15% hits; in the data active = inhibition above about 33%
Target sequence (P03206 whole entry, looked up): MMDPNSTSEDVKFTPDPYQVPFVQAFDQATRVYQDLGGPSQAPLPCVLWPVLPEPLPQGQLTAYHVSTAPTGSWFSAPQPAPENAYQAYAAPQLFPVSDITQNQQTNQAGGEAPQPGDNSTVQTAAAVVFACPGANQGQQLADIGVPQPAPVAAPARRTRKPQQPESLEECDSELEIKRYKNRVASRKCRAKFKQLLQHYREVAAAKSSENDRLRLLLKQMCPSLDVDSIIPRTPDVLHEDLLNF
Efflux pump inh: inhibitors of Candida antifungal efflux pumps expressed in yeast; S. cerevisiae Candida pump triplex, Nile Red efflux; 330,000 compounds, 0.44% hits; inhibition, % at 10 µM; AID 485275;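 active = plate passing quality check with inhibition over a set limit, or well fluorescence over plate mean plus 4 SD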;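 also: Nile Red retained in pooled yeast measured as flow cytometry median fluorescence; 0% = buffer negative control and 100% = Enniatin B positive control; higher means more Nile Red kept so more efflux inhibition; some compounds called inactive have numbers as strong as hits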
MCL1 BIM primary: disrupts human MCL1 binding to BIM-BH3 peptide. Q07820. GST-MCL1 / FITC-Bim-BH3 fluorescence polarization. inhibition, % at 10.9 µM. 320,000 compounds, 0.68% hits;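 active = inhibition above the mean inhibition of all tested compounds plus 3 SD, set per campaign, cut at about 40% in these data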;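 also: 0% = DMSO wells and 100% = unlabeled Bim-BH3 peptide control; higher means more loss of mP so more displacement of Bim peptide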
Target sequence (Q07820 whole entry, looked up): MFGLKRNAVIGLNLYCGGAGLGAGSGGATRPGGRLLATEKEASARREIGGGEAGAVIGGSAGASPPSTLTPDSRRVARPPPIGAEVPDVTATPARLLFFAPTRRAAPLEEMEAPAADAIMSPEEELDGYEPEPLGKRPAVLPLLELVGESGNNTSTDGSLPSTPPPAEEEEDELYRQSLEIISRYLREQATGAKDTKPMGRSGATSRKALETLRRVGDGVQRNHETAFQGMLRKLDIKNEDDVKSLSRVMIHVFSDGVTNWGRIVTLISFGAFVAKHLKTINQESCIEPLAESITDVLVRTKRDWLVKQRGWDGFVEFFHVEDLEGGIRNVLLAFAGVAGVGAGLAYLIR
Fam108B counter: blocks mouse Fam108B hydrolase in RBBP9 counter-screen. recombinant Fam108B, FP-Rh probe fluorescence polarization. inhibition, % at 9.51 µM. 300,000 compounds, 0.33% hits. AID 1947;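 active = inhibition above the screen mean inhibition plus 3 SD, computed separately per campaign, cut at about 18% in these data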;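 also: inhibitors lower polarization as less probe binds the enzyme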
Active calls of the source: *; / = no result given.

1	CCn1c(SCC(=O)Nc2nc(C)cs2)nnc1C(C)NC(=O)c1ccccc1 (centres undefined)
2	O=C(CCSc1nnc(-c2ccncc2)o1)Nc1ccc(F)cc1
3	Cc1cc(F)ccc1S(=O)(=O)N1CCCOC1CNC(=O)C(=O)NC1CCCCC1 (centres undefined)
4	Cc1cccc(C)c1NC(=O)CSc1nc(C)c(CC(=O)c2ccc(Br)cc2)c(C)c1C#N
5	CN1CCN(c2ccc(S(=O)(=O)N3CCCCC3)cc2N)CC1
6	O=C(c1cccs1)N1C(=O)c2cccc3cccc1c23
7	CC(=O)NCCc1nc2ccccc2n1Cc1cccc(C)c1
8	N#CC(/C(=N/S(=O)(=O)c1cccs1)c1ccccc1)c1nc2ccccc2[nH]1 (centres undefined)
9	COc1cccc(-c2csc3nnc(SCC(=O)NCc4cccs4)n23)c1
10	Cc1ccc(NC(=S)NC(CO)C(O)c2ccc([N+](=O)[O-])cc2)cc1 (centres undefined)

Screen / compound no.	1	2	3	4	5	6	7	8	9	10
GLD-1 RNA inh	7	-9	9	6	1	4	6	6	6	-1
MEX-5 binding	-0.7	1.3	0.0	-0.6	/	0.4	/	-1.9	-0.8	-1.8
Yeast superoxide	105	133	116	122	88	108	98	96	103	96
BCLXL inh	1	3	0	5	5	4	4	3	4	13
EBNA-1 inh	9	0	0	3	/	-11	4	5	12	-11
ZTA DNA inh	11	5	9	-1	0	-14	-6	3	0	-13
Efflux pump inh	-0.1	0.0	0.1	0.0	0.2	-0.1	-0.1	-1.8	-0.2	-0.4
MCL1 BIM primary	0	-4	-6	6	4	11	-1	2	5	13
Fam108B counter	3	-3	-1	-3	/	-6	-2	3	-4	4

11	O=C(NCCCCCCNC(=O)OC1CCS(=O)(=O)C1)OC1CCS(=O)(=O)C1 (centres undefined)
12	CCOc1ccc(C(Nc2ccc(C)cc2)P2(=O)OCC(C)(C)CO2)cc1 (centres undefined)
13	O=C(O)CCCCCCCCc1cn(CN2C(=O)c3ccccc3C2=O)nn1
14	COc1ccc(Cl)cc1S(=O)(=O)N1CCC(C(=O)NCCC2=CCCCC2)CC1
15	CC(=O)NC(N1CCCCC1)C(F)(F)C(F)(F)C(F)(F)C(F)F (centres undefined)
16	CCn1cc(/C=C(\NC(=O)c2ccccc2F)C(=O)NCCCN2CCOCC2)c2ccccc21
17	O=C(COc1ccc(Br)cc1Br)NC(=S)Nc1cccc(CO)c1
18	COc1ccc(C2CC(C)=NN2C=O)cc1OC (centres undefined)
19	Cc1ccc(CNC(=O)C2CCCN2S(=O)(=O)c2ccc3c(c2)C(C)(C)C(=O)N3C)cc1 (centres undefined)
20	Cc1ccnc(SC2CC(=O)N(c3ccc([N+](=O)[O-])cc3)C2=O)n1 (centres undefined)

Screen / compound no.	11	12	13	14	15	16	17	18	19	20
GLD-1 RNA inh	-5	14	0	2	2	-4	6	-1	-3	4
MEX-5 binding	-0.2	-2.1	0.1	-3.0	0.8	-2.1	0.0	-1.8	-0.7	-1.6
Yeast superoxide	104	101	92	108	87	104	114	98	99	100
BCLXL inh	2	-1	10	4	3	4	6	3	9	3
EBNA-1 inh	18	-6	10	-3	3	10	21	12	-4	1
ZTA DNA inh	11	-22	-11	-1	12	-6	-2	-7	1	3
Efflux pump inh	0.0	0.0	-0.2	-0.5	-0.1	0.3	-0.5	0.0	-0.1	-0.3
MCL1 BIM primary	2	2	8	3	13	-2	5	-1	4	12
Fam108B counter	0	-2	-2	2	-4	-4	-3	-2	1	0

3 compounds picked at random from those above:
11	O=C(NCCCCCCNC(=O)OC1CCS(=O)(=O)C1)OC1CCS(=O)(=O)C1 (centres undefined)
15	CC(=O)NC(N1CCCCC1)C(F)(F)C(F)(F)C(F)(F)C(F)F (centres undefined)
17	O=C(COc1ccc(Br)cc1Br)NC(=S)Nc1cccc(CO)c1

Screen / compound no.	11	15	17
GLD-1 RNA inh	-5	2	6
MEX-5 binding	-0.2	0.8	0.0
Yeast superoxide	104	87	114
BCLXL inh	2	3	6
EBNA-1 inh	18	3	21
ZTA DNA inh	11	12	-2
Efflux pump inh	0.0	-0.1	-0.5
MCL1 BIM primary	2	13	5
Fam108B counter	0	-4	-3

Other entries follow.
21	O=C(c1ccc(OC2CCN(C/C=C/c3ccc(F)cc3)CC2)cc1)N1CCCCC1
22	Cc1onc(-c2ccccc2)c1-c1n[nH]c(=S)n1-c1ccccc1Cl
23	CCn1c(SCC(=O)Nc2ccc(Cl)cc2)nc2nc3c(cc2c1=O)CCCC3
24	CCCCOc1ccc(C2OC34CCCCC3C(C#N)(C#N)C2(C#N)C(=N)O4)cc1 (centres undefined)
25	CN(C(=O)c1ccc(-c2nn(C)c(=O)c3ccccc23)cc1)C1CCCCC1
26	O=C(N/C(=C\c1ccc(Br)cc1)C(=O)N1CCOCC1)c1ccco1
27	CCOC(=O)c1oc2ccccc2c1N
28	CCOc1cccc(-c2nnc3sc(-c4cc(OC)c(OC)c(OC)c4)nn23)c1
29	COc1ccc(C(=O)Sc2ccc(Cl)cc2)cc1OC
30	CN(CC(=O)Nc1ccc(N2CCOCC2)cc1)CC(=O)Nc1cccc(C#N)c1

Screen / compound no.	21	22	23	24	25	26	27	28	29	30
GLD-1 RNA inh	-2	2	6	92*	4	10	10	3	6	0
MEX-5 binding	3.5	-0.7	-3.8	/	-0.5	-0.7	0.2	1.4	1.5	-4.3
Yeast superoxide	111	102	115	98	93	81	94	95	101	108
BCLXL inh	6	-7	4	137*	3	-2	4	5	1	8
EBNA-1 inh	7	16	-13	8	-5	-7	-10	3	3	2
ZTA DNA inh	-16	-5	-8	6	-11	2	7	1	9	-5
Efflux pump inh	2.5	-0.1	0.2	0.0	0.1	0.1	-0.1	0.3	-0.1	0.1
MCL1 BIM primary	9	-11	-4	166*	-1	4	-2	4	8	-13
Fam108B counter	4	2	-2	13	2	1	1	1	0	1

31	COc1ccc(C)cc1S(=O)(=O)N1CCCC(C(=O)NC2CC2)C1 (centres undefined)
32	COC(=O)c1cc(OC)c(OC)cc1N
33	COc1ccc(CNC(=O)c2cccc(-c3ccc(C)c4ccccc34)n2)cc1
34	Cc1cc(/C=C2\SC(=Nc3ccc(F)cc3)NC2=O)c(C)n1-c1ccc(S(N)(=O)=O)cc1
35	COc1ccc2c(c1)[C@H]1[C@H](CO2)[C@H](c2ccccc2)[C@]2(C)C(=O)Nc3cc(OC)c(OC)cc3C(=O)N12
36	COc1ccc(C2C(C(C)=O)=C(O)C(=O)N2CCc2c[nH]c3ccccc23)cc1OC (centres undefined)
37	Cc1[nH]n(-c2ccccc2)c(=O)c1C(C[N+](=O)[O-])c1ccc(F)cc1 (centres undefined)
38	CCCCCCCC(=O)NC(Nc1ccc(S(N)(=O)=O)cc1)C(Cl)(Cl)Cl (centres undefined)
39	CCOC(=O)CSc1n[nH]c(=S)s1
40	CC1(C)Cc2cccc(OCC(=O)O)c2O1

Screen / compound no.	31	32	33	34	35	36	37	38	39	40
GLD-1 RNA inh	10	6	9	-14	8	-1	1	4	-2	1
MEX-5 binding	-2.3	-0.5	0.2	0.5	/	0.8	0.4	-2.6	-2.3	-5.8
Yeast superoxide	91	101	/	125	/	115	110	103	97	101
BCLXL inh	0	6	6	-8	4	3	2	5	-1	6
EBNA-1 inh	-7	-5	2	-4	-8	2	4	2	-5	7
ZTA DNA inh	-24	-2	-30	3	6	11	13	5	-5	16
Efflux pump inh	-0.1	-0.1	/	0.4	/	0.1	0.1	-0.2	0.0	0.1
MCL1 BIM primary	-2	-7	5	-17	-2	0	3	8	-10	0
Fam108B counter	1	0	-3	11	-5	-4	0	-8	-4	0

Given with bars between the fields: entries from further up.
cpd | Compound | GLD-1 RNA inh | MEX-5 binding | Yeast superoxide | BCLXL inh | EBNA-1 inh | ZTA DNA inh | Efflux pump inh | MCL1 BIM primary | Fam108B counter
37 | Cc1[nH]n(-c2ccccc2)c(=O)c1C(C[N+](=O)[O-])c1ccc(F)cc1 (centres undefined) | 1 | 0.4 | 110 | 2 | 4 | 13 | 0.1 | 3 | 0
38 | CCCCCCCC(=O)NC(Nc1ccc(S(N)(=O)=O)cc1)C(Cl)(Cl)Cl (centres undefined) | 4 | -2.6 | 103 | 5 | 2 | 5 | -0.2 | 8 | -8
39 | CCOC(=O)CSc1n[nH]c(=S)s1 | -2 | -2.3 | 97 | -1 | -5 | -5 | 0.0 | -10 | -4

(cont.)
41	CCOC(=O)c1cc2c(=O)n3ccccc3nc2n(Cc2ccco2)c1=NC(=O)c1ccccc1OC
42	CCN1CCN(CC2COc3ccccc3O2)CC1 (centres undefined)
43	CCN1C(=O)/C(=C2\SC(=S)N(c3c(C)n(C)n(-c4ccccc4)c3=O)C2=O)c2ccccc21
44	CCOC(=O)C1C(=O)NC(N2CCc3ccccc32)=NC1c1ccccc1 (centres undefined)
45	O=C(COC(=O)C1(c2ccc(F)cc2)CCCC1)NCc1ccc2c(c1)OCO2
46	Cc1noc(C)c1COc1ccccc1C(=O)N(C)CC(=O)Nc1ccc(F)c(F)c1F
47	O=C(OCCN1CCOCC1)c1ccc2c(c1)OCCO2
48	CCC(=Nc1ccc(N)cc1)C1=C(O)C(C(=O)OC)C(C)(C)CC1=O (centres undefined)
49	Cc1cccc2sc(NC(=O)CNS(=O)(=O)c3ccc(Br)s3)nc12
50	COc1ccccc1-c1nc2cc3ccccc3cc2nc1-c1ccccc1OC
51	Cc1ccccc1OCC(=O)Nc1nc(-c2ccncc2)cs1

Screen / compound no.	41	42	43	44	45	46	47	48	49	50	51
GLD-1 RNA inh	6	6	3	0	4	7	8	46*	6	-5	1
MEX-5 binding	-5.1	-0.1	2.2	-0.4	1.5	/	1.7	-5.4	/	2.1	/
Yeast superoxide	102	96	112	93	126	98	90	91	127	80	111
BCLXL inh	20	-3	10	4	-3	2	3	56*	3	4	6
EBNA-1 inh	6	-15	6	0	-4	/	10	1	2	5	/
ZTA DNA inh	-21	-2	2	7	-5	5	15	13	-7	8	-3
Efflux pump inh	-0.1	0.7	-0.1	0.0	0.2	0.0	-0.1	0.0	0.4	0.0	0.1
MCL1 BIM primary	23	-11	12	3	-14	2	4	61*	-6	-7	1
Fam108B counter	5	0	4	-1	-3	/	1	14	-8	-6	/

Hits appear at their usual frequency; any-hit rate near 2.3%.
